Bioassay records from PubChem BioAssay.
PostGolgi yeast: growth inhibition of a yeast mutant, post-Golgi transport screen | post-Golgi transport phenotypic cell assay | inhibition, % at 10 µM | 0.9% of 98,000 active | AID 739;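 further: yeast cells grown in 1536-well plates; yeast grown about 18 h at 30C before absorbance read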
H69AR growth 86K: blocks growth of human H69AR lung tumor cells; H69AR lung tumor viability, ATP luminescence, 72 h; hits give low values; viability, % at 10 µM; 6% of 85,000 active;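 active means viability at or below 40%; inactive means viability above 40%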;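 further: multidrug resistant small cell line overexpressing MRP-1 efflux transporter; 100% = mean luminescence of untreated control wells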
Fibroblast inh: blocks proliferation of human lung fibroblasts; AID 719; viability, % at 10 µM; LL 47 human lung fibroblast viability, ATP luminescence; hits give low values; 1.1% of 85,000 active;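 active means viability at or below 50% in the single dose screen; inactive means viability above 50%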;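 further: compound exposure lasted 72 h before the ATP readout; 100% = median luminescence of untreated cell-only wells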
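Test system: LL 47 human lung fibroblasts / Incubation: 72 h compound exposure at 37 °C after overnight plating / Technique: luminescent ATP detection, CellTiter-Glo / Compound dosing: 0.1% DMSO in all compound wells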
S1P2 antag: S1P2 (human) receptor antagonism. cell-based S1P2 antagonist assay, inhibition at 5 uM. inhibition, % at 5 µM. 0.21% of 97,000 active. AID 736; in the data active means inhibition above about 45%;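 further: CRE beta-lactamase reporter cells expressing human S1P2 stimulated with S1P; 0% = agonist at EC80 alone and 100% = agonist plus reference antagonist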
Target sequence (O95136 whole entry, looked up): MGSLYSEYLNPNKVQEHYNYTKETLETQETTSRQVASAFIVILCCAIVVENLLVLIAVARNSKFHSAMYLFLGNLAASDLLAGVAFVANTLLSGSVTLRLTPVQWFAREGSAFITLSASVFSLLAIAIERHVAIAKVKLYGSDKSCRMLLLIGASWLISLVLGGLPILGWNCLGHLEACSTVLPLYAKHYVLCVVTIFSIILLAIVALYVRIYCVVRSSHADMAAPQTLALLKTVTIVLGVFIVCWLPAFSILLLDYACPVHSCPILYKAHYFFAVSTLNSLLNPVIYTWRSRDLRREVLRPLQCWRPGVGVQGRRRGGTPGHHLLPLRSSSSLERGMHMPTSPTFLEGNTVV
S1P2 agonist: agonists of human S1P2 receptor | S1P2-expressing cell line, agonist reporter read-out | activation, % at 4.5 µM | AID 729 | 0.46% of 97,000 active | O95136; in the data active means activation above about 16%;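 further: 0% = vehicle low control and 100% = maximal reference agonist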
E coli WT exp: growth inhibitors of E. coli BW25113 wild type | OD600 absorbance | growth inhibition, % at 100 µM | 0.15% of 98,000 active | AID 710;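 active means growth inhibition above about 50% at one test dose, limit read from the data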;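 further: growth measured after 20 h incubation at 37 °C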
HUVEC prolif 384: human endothelial cell proliferation inhibition; HUVEC proliferation, CellTiter-Glo luminescence, 72 h; hits give low values; viability, % at 10 µM (by protocol); 1.1% of 86,000 active; AID 648;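 active means viability at or below 30%; inactive means viability above 30%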;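 further: 100% = median luminescence of DMSO-only cell control wells on each plate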
DAT uptake mod: modulates human dopamine transporter uptake under cocaine; Q01959; LLC-PK1 hDAT cells, [14C]-dopamine uptake with cocaine IC80; actives deviate in either direction; B-score at 10 µM; 1.3% of 110,000 active; AID 449768;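 active means Z score or B-score, a plate-position-corrected score, falls beyond the plate's 99.7% confidence bounds, in either direction; inactive means both scores lie inside the 99.7% bounds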;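 further: scored against the spread of the other compound wells on the same plate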
Target sequence (Q01959 whole entry, looked up): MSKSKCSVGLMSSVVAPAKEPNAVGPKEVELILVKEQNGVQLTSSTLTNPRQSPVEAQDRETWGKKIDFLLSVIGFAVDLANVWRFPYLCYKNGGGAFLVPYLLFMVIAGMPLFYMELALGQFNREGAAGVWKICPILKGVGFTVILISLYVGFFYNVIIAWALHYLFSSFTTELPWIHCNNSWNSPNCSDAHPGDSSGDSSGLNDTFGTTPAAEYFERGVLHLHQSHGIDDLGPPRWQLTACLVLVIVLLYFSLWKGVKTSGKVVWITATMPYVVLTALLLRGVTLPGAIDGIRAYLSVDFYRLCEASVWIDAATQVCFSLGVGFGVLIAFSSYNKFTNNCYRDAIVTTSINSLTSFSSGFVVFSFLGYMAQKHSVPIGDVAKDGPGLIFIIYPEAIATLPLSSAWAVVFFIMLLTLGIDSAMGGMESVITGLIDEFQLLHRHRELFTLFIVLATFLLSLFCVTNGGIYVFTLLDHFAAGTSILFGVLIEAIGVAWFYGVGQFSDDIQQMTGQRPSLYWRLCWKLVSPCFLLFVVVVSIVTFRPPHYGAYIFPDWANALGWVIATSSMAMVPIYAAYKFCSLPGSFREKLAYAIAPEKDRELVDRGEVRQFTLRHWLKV
PostGolgi ctrl: inhibits growth of the yeast control strain; efflux-deficient yeast background strain, growth absorbance A615, 16 h; inhibition, % at 10 µM; 5% of 98,000 active
Active calls of the source: *; . = not tested or not shown. Unless noted, no stated cut-off is given here; in the data, active means inhibition above about 30%; inactive means the rest.

SMILES	PostGolgi yeast	H69AR growth 86K	Fibroblast inh	S1P2 antag	S1P2 agonist	E coli WT exp	HUVEC prolif 384	DAT uptake mod	PostGolgi ctrl
COc1ccc2c(c1)C=C(C(=O)NCc1ccc(Cl)cc1)CO2	19	.	.	7	-4	-1	.	0.0025	16
CCOCCCNCC(=O)N1CCN(S(=O)(=O)c2ccc(C)cc2)CC1	4	96	101	13	0	6	108	-1.9	2
CCCc1cc(=O)[nH]c(SCC(=O)N(CC)C2CCS(=O)(=O)C2)n1 (configuration not stated)	-2	95	98	4	-4	-3	94	0.0031	8
O=C(NNC(=O)c1ccccc1F)c1cccc(Cl)c1	-3	.	.	28	-6	-1	.	-0.56	4
Cc1ccc(CNC(=O)c2nc3nc(C)cc(C)n3n2)cc1	11	90	100	-5	-5	-2	87	-1.2	6
CCN(CC)CCNc1nc(-c2ccco2)c2c(c1C#N)CC(C)(C)OC2	13	92	92	-6	-2	5	99	-0.02	1
COc1ccc(/C=C/C(=O)CC(O)(c2ccccc2)C(F)(F)F)cc1 (configuration not stated)	.	38*	88	-14	0	.	62	-0.39	.
COc1cccc(-c2nnc(SCc3ccccn3)n2C)c1	4	89	96	-18	-2	4	93	2.7	8
CCCCC(Nc1ncnc2ccccc12)C(=O)O (configuration not stated)	2	102	104	-17	-6	7	101	0.49	5
Cc1cc(C)c(S(=O)(=O)c2c(C)cccc2C)c(Cl)n1	16	.	.	3	-6	-2	.	0.023	5
Cc1cc2c(c(=O)n1CCc1ccccc1)C(c1ccco1)C(C#N)=C(N)O2 (configuration not stated)	6	90	99	11	-5	-5	90	-0.75	4
COc1ccc(Cl)cc1N(CC(=O)Nc1ccc2c(c1)OCO2)S(C)(=O)=O	0	87	99	10	-5	5	88	0.035	-4
Cc1ccccc1NC(=O)N1C2CCCC1CC(NC(=O)C1CC1)C2 (configuration not stated)	1	97	100	15	-6	3	96	-4.1	3
O=S(=O)(Nc1cccc2cccnc12)c1ccc(S(=O)(=O)N2CCCC2)cc1	7	6.0*	57	-5	-9	-4	54	2.3	10
COc1ccc(C)cc1NC(=O)C1CC(=O)OC12CCCCC2 (configuration not stated)	-3	85	106	-33	-2	2	102	1.6	12
COc1ccccc1CC1(C)NC(=O)N(CC(=O)Nc2cc(C)on2)C1=O (configuration not stated)	1	91	100	6	-4	-4	103	0.092	10
COc1ccc(NC(C)=O)cc1NC(=O)CSc1nnc(-c2cccnc2)n1C	14	88	103	7	-9	4	107	-0.59	7
O=C(CSc1cccc(C(F)(F)F)c1)N1CCN(S(=O)(=O)c2ccccc2)CC1	-8	84	99	.	.	-14	94	0.086	3
CC(C)(C)c1ccc(OCC(=O)NC2CCS(=O)(=O)C2)cc1 (configuration not stated)	4	84	105	5	0	-10	97	0.21	1
CCOc1ccc(Nc2nc(C)cc(C)c2C#N)cc1	-5	87	85	0	-2	-1	93	-0.011	5
CCOc1c2ccc(C(=O)NCCc3ccc(C)cc3)cc2nn1CC	2	.	.	16	-2	1	.	0.44	-6
CCOc1ccc(C2=C(C=Nc3c(C)n(C)n(-c4ccccc4)c3=O)C(c3ccc(F)cc3)c3ccccc3O2)cc1 (configuration not stated)	0	.	.	-13	-1	-11	.	-0.14	-5
Cc1nnc(NCCc2ccccc2)[nH]c1=O	-1	108	93	13	-11	-2	79	-0.033	9
COC(=O)c1ccc(CN2C(=O)NC3(CCC(C)CC3)C2=O)o1 (configuration not stated)	3	90	91	7	-4	-5	90	-0.21	9
COc1ccc(C(=O)O)cc1F	-1	.	.	0	-6	-12	.	-0.25	-8
CCN(CC)c1ccc(NC(=O)OC)cc1	8	87	95	-9	-5	2	108	0.033	-1
Cc1nn(Cc2ccccc2)c(C)c1C(=O)OCC(=O)c1cc(C)n(CC(F)(F)F)c1C	0	101	108	6	-10	-14	68	1.2	20
O=c1[nH]n(-c2ccc(F)cc2)c2ncccc12	-1	.	.	14	-2	-14	.	-0.15	10
Cc1ccc(C(=O)C2=C(O)C(=O)N(c3ncccn3)C2c2ccc(Cl)cc2)o1 (configuration not stated)	.	100	93	-20	-8	.	102	0.62	.
COc1ccc(C)cc1S(=O)(=O)Nc1cccc(Cl)c1Cl	.	97	100	-34	0	.	104	0.25	.
Cc1ccccc1C1C(C#N)=C2N=C(N)c3c(sc4c3CCCCC4)N2C2=C1C(=O)CC(C)(C)C2 (configuration not stated)	11	.	.	15	-4	-10	.	0.88	3
CCN=C(Nc1ccc2c(c1)OCO2)SC1CC(=O)N(c2ccccc2F)C1=O (configuration not stated)	-1	90	97	11	-4	-10	102	-0.16	17
O=C(c1cccs1)N1CCc2ccccc21	11	94	111	14	-11	2	104	0.41	-4
CCOc1ccc(Cc2nc(C)c(CC(=O)N3CCOCC3)c(=O)[nH]2)cc1	6	.	96	21	-5	-5	99	-0.91	6
CCCCOC(=O)C1CCCC(C(=O)OCCCC)N1 (configuration not stated)	-1	.	.	-11	-1	-2	.	0.6	2
CCOc1ccc(C2c3c(oc4cc(C)c(C)cc4c3=O)C(=O)N2CCCN2CCOCC2)cc1 (configuration not stated)	-9	84	98	-9	6	3	94	0.52	9
Cn1nc(CC(=O)NC2CCCCCCCCCCC2)c2ccccc2c1=O	-1	88	92	-3	4	2	102	0.49	19
Cc1cc(C)c(NC(=O)CSc2nc(COc3ccccc3)nc3ccccc23)c(C)c1	-3	.	.	-9	2	-29	.	-0.68	0
Nc1cc(Cl)ccc1Oc1ccc2ccccc2c1	-9	.	.	19	1	-1	.	1.3	10
O=C(CSc1nc(-c2ccccc2)cs1)N1CCN(C(=O)c2ccco2)CC1	-8	.	.	.	.	10	.	1.4	15

Quoted from the listing.
Result for CCN=C(Nc1ccc2c(c1)OCO2)SC1CC(=O)N(c2ccccc2F)C1=O (configuration not stated) in S1P2 agonist: -4
Result for CCOc1ccc(C2c3c(oc4cc(C)c(C)cc4c3=O)C(=O)N2CCCN2CCOCC2)cc1 (configuration not stated) in HUVEC prolif 384: 94

(next part)
SMILES	PostGolgi yeast	H69AR growth 86K	Fibroblast inh	S1P2 antag	S1P2 agonist	E coli WT exp	HUVEC prolif 384	DAT uptake mod	PostGolgi ctrl
CC1(C)Cc2c(cnn2-c2ccccc2)C(=O)/C1=N\NC(=O)c1ccccc1O	2	68	99	-16	-3	-8	93	-0.66	27
CCOc1c2ccc(C(=O)NCc3ccc4c(c3)OCO4)cc2nn1CCOC	-21	.	.	10	-7	-2	.	0.43	6
COc1cccc2cc(C(=O)NCc3ccco3)c(=Nc3ccc(C(=O)O)cc3)oc12	3	12*	85	-18	-6	1	78	0.0015	11
Cc1nc2ccccc2c2oc(C(=O)NCC3CCCO3)cc12 (configuration not stated)	-8	82	101	14	3	6	96	1.1	5
Cc1ccc(O)c(-c2cc(C(F)(F)F)[nH]n2)c1	0	65	101	3	-1	36	83	0.34	7
Cc1ccc(CN2C(=O)C3CCCN3c3ccc(S(=O)(=O)N4CCOCC4)cc32)cc1 (configuration not stated)	-8	.	.	2	-1	1	.	-0.66	-1
COc1ccc(-c2nnc(Nc3nc4c(OC)cccc4s3)o2)cc1	5	62	92	5	0	-11	2.9*	.	-5
COC(=O)c1ccc(Cl)c(NC(=O)CN(c2ccc3c(c2)OCO3)S(C)(=O)=O)c1	-2	.	97	-8	-2	-4	92	0.24	-10
CC(C)NCC(O)COc1ccc(CCOCC2CC2)cc1 (configuration not stated)	.	94	100	.	.	.	103	-0.72	.
CS(=O)(=O)N(CC(=O)Nc1ccc2c(c1)OCO2)c1ccccc1	-3	90	100	.	.	-1	93	-1	10
O=C(O)c1ccc(COc2c(F)c(F)cc(F)c2F)o1	-3	96	103	1	-9	-2	99	0.45	3
O=C(c1ccc(NC2=NC3CS(=O)(=O)CC3S2)cc1)N1CCN(Cc2ccccc2)CC1 (configuration not stated)	1	88	101	13	-3	-3	104	-0.02	14
CC(C)CNC(=O)c1coc(=O)c(Br)c1	1	0.8*	27*	14	-3	-6	84	-2	-1
CSc1nc(C)cc(-n2ccc(=O)[nH]c2=O)n1	11	92	90	.	.	1	103	-0.49	11
Cc1cc2oc(=O)cc(CN3CCN(Cc4ccc5c(c4)OCO5)CC3)c2cc1C	.	91	100	-6	-4	.	68	0.64	.
O=C(Nc1ccc(F)cc1)NC1CCCCC1	-12	100	100	-2	-6	4	87	-0.11	-2
COc1ccc(C(=S)Nc2ccc(C)cc2)cc1	-11	.	.	-6	-4	-1	.	.	-1
Cc1ccsc1C(=O)NNC(=O)C1CCCCC1C(=O)O (configuration not stated)	.	93	97	14	-4	.	102	-0.059	.
CN(C)C(CNS(=O)(=O)c1ccc(Cl)cc1)c1cccnc1 (configuration not stated)	-8	92	109	-9	-6	5	101	-0.63	8
O=C(c1ccc(Br)o1)N1CCN(c2ccc3nnc(-c4ccccc4)n3n2)CC1	8	74	85	-7	-3	7	64	0.56	10
Cc1nnc(NC(=O)CCCCCN2C(=O)C3C4C=CC(C4)C3C2=O)s1 (configuration not stated)	2	102	101	.	.	2	106	-0.56	3
COCCNC(=S)N/N=C(\C)c1ccc(-n2ccnc2)cc1	0	.	.	-3	-4	-1	.	0.62	-1
Cc1ccc(Cc2nc(-c3cccc(C)c3)no2)cc1	-6	94	99	5	-5	6	115	-0.22	1
COc1ccc(-c2nnn(CC#N)n2)cc1OC	-4	84	97	-1	-2	9	93	0.44	0
Cc1onc(-c2ccccc2)c1C(=O)Nc1sc2c(c1C#N)CCC(C)C2 (configuration not stated)	-7	.	.	-2	-3	-11	.	-1.1	25
COc1ccc(Cc2nn3c(-c4ccccc4OC)nnc3s2)cc1	10	62	107	.	.	1	95	0.76	23
Oc1ccc(-c2csc(-c3ccccc3)n2)cc1O	1	20*	72	-7	-2	35	29*	0.075	59*
CCCc1cc(=O)oc2c(C)c(OCC(=O)c3ccc(N4CCCC4)cc3)ccc12	1	.	.	0	-6	-2	.	1.4	1
CCn1c(=O)n(CC(=O)NC2CCCC(C)C2C)c(=O)c2ccccc21 (configuration not stated)	-5	96	93	1	-7	3	99	0.048	-3
CCC(=O)Nc1ccc2c(c1)nc(CCN1CCN(C)CC1)n2C	-13	74	97	-5	-8	2	101	-0.74	2
CCOc1ccc(NC(=O)Cn2nnc(-c3ccccc3NC(=O)CC)n2)cc1	-5	80	89	2	-8	3	94	0.12	-3
COc1ccc(Cl)cc1-c1n[nH]c(=S)o1	-8	95	95	8	-1	-7	91	-0.2	6
CC(=O)Nc1ccc(S(=O)(=O)NCc2ccc(C(=O)NC(C)c3ccccc3)cc2)cc1 (configuration not stated)	-8	89	98	-11	-8	-8	89	1.1	-1
COc1ccc(-n2ncc3c(SCC(=O)N4CCN(c5ccccc5OC)CC4)ncnc32)cc1	.	23*	96	-8	-3	.	58	.	.
O=C(c1ccc(CN2CCc3ccccc3C2)cc1)N1CCc2ccccc2C1	-2	.	.	11	-3	5	.	.	4
O=C(CN1C(=O)NC2(CCCC2)C1=O)N1CCN(C(=O)c2ccco2)CC1	-5	93	104	1	-2	0	104	1.1	-2
O=C(NCc1ccco1)C(c1ccco1)N(CCc1ccccc1)C(=O)Cn1nnc2ccccc21 (configuration not stated)	-2	93	100	7	-5	-4	101	-0.031	9
CCCS(=O)(=O)N1CCN(C(=O)COc2ccccc2)CC1	0	100	98	19	-4	1	101	-0.031	8

Not a retest: 2 of the compounds above.
SMILES	PostGolgi yeast	H69AR growth 86K	Fibroblast inh	S1P2 antag	S1P2 agonist	E coli WT exp	HUVEC prolif 384	DAT uptake mod	PostGolgi ctrl
CCOc1ccc(NC(=O)Cn2nnc(-c3ccccc3NC(=O)CC)n2)cc1	-5	80	89	2	-8	3	94	0.12	-3
COc1ccc(Cl)cc1-c1n[nH]c(=S)o1	-8	95	95	8	-1	-7	91	-0.2	6

Profiles as entered above. Values in the order: PostGolgi yeast	H69AR growth 86K	Fibroblast inh	S1P2 antag	S1P2 agonist	E coli WT exp	HUVEC prolif 384	DAT uptake mod	PostGolgi ctrl
`O=C(CN1C(=O)NC2(CCCC2)C1=O)N1CCN(C(=O)c2ccco2)CC1` as listed: -5	93	104	1	-2	0	104	1.1	-2
`O=C(NCc1ccco1)C(c1ccco1)N(CCc1ccccc1)C(=O)Cn1nnc2ccccc21` (configuration not stated) as listed: -2	93	100	7	-5	-4	101	-0.031	9
